FLuc counter: counter-screen for miR-21 project: firefly luciferase inhibitors or activators; 360,000 tested, 6.9% active; P08659; purified FLuc, Km substrates, luminescence inhibition; Potency, µM (top dose mostly 57.5 µM), inactives show at the highest dose activity change, negative = inhibition, most hits filed as inhibitors;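 also: potency is read from the fitted curve at half-maximal effect; plate controls were vehicle for no effect and reference inhibitor for full effect; nearly all actives have a fitted effect of over 55% in size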
Target sequence (P08659 whole entry, looked up): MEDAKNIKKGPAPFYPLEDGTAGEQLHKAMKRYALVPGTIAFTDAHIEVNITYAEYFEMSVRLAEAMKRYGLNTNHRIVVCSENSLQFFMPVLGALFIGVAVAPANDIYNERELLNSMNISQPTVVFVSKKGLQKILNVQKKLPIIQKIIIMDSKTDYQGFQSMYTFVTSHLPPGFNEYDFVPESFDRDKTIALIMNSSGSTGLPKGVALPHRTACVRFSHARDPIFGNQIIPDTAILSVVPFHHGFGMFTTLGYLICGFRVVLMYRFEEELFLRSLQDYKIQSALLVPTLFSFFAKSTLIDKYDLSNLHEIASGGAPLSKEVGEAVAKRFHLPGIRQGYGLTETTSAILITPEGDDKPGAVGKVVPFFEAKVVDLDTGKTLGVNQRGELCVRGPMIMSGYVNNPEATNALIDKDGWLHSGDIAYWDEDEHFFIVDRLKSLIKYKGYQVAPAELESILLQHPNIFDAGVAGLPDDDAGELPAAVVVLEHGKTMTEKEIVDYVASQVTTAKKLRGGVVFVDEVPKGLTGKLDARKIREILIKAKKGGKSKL
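Purified P. pyralis luciferase (10nM final) with 10uM D-luciferin and 10uM ATP (Km levels) in 50mM Tris acetate pH 7.5, 10mM Mg acetate, 0.01% Tween-20, 0.05% BSA; qHTS 6-point titration, ~60 µM downward; luminescence read.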
Menin MLL FP TR: menin-MLL binding inhibition, Texas Red mutant peptide. O00255. Menin + Texas Red MLL mutant peptide, fluorescence polarization. Potency, µM (titrated, usually from 61.6 µM), inactives show at the highest dose FP activity change, negative = inhibition, actives largely listed as inhibitors. 270,000 tested, 0.23% active. AID 1768; active = well fitted inhibition curve with a large enough effect in the polarisation, with a control signal flat, not every such curve was filed as active; inconclusive = small, poorly fitted or top-dose-only effect, or effect the other way, or a change in a side signal; inactive = no such curve, though single readings can be large or run the other way; the % refers to the polarisation; also: potency is read from the fitted curve at half-maximal effect; % of control where 0% means no effect; many of its hits are not listed in these tables
VP16 counter: counter-screen for ROR gamma inhibitors: Gal4-VP16 reporter | Drosophila S2 Gal4-VP16 UAS-luciferase, luminescence, 20 h | Potency, µM (series often up to 53.6 µM), without a hit: at the top dose activity, negative = inhibition, most hits filed as inhibitors | 310,000 tested, 3.5% active | AID 2546;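 also: Gal4-VP16 expression switched on by copper sulfate through the metallothionein promoter; potency is read from the fitted curve at half-maximal effect; % is scaled to controls: 0 for no effect and ±100 for the full control effect; nearly all actives have a fitted effect of over 50% in size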
PKM2 activator: activators of human pyruvate kinase M2 | P14618 | purified PKM2, Kinase-Glo ATP luminescence, activation; response scale: 0% is enzyme alone, no compound | Potency, µM (titrated, usually from 57.5 µM), without a hit: at the top dose activation, actives largely listed as activators | 260,000 tested, 0.34% active; also: potency is read from the fitted curve at half-maximal effect; % is scaled to controls: 0 for no effect and ±100 for the full control effect; nearly all actives have a fitted effect of over 55% in size
Target sequence (P14618 whole entry, looked up): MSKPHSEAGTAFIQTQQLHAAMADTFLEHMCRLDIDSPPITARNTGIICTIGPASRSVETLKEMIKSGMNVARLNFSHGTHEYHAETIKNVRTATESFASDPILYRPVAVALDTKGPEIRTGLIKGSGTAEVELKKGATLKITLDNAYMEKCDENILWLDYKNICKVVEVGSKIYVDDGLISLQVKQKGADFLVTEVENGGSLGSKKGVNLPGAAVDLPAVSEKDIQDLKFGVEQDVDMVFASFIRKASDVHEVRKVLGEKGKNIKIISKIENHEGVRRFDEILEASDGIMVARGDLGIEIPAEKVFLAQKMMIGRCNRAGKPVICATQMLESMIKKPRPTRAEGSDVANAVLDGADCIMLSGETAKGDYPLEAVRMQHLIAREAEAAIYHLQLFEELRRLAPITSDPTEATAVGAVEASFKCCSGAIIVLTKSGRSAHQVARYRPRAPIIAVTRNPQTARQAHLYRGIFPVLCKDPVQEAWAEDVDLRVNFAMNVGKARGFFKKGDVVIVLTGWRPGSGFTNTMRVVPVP
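hPK-M2, >95% pure; 0.1 mM ADP / 0.5 mM PEP final; imidazole pH7.2 buffer w/ 7 mM MgCl2, 50 mM KCl; 1 h RT; Kinase-Glo lum. Intermediate enzyme activity for dual inhibitor/activator qHTS.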
Rab9 prom act: activators of Rab9 promoter | AID 485297 | 320,000 tested, 2.8% active | Potency, µM (top dose mostly 9.22 µM), for inactives: top-dose activation, negative = inhibition, actives largely listed as activators | Huh7 Rab9 promoter-luciferase reporter, luminescence, 24 h; also: potency is read from the fitted curve at half-maximal effect; % of control where 0% means no effect; nearly all actives have a fitted effect of over 60% in size
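Cells were plated at 1500 per well in reduced-serum medium with 10% FBS and left 2 h. Compound in DMSO was then added for 24 h at 37 °C. Reporter signal was read by luminescence after 10 min with luciferase detection reagent.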
RORgamma inh: inhibitors of mouse ROR gamma transcriptional activity. Potency, µM (top dose mostly 53.6 µM), for the others: at the top dose activity change, negative = inhibition, actives largely listed as inhibitors. 310,000 tested, 5.4% active. AID 2551. Drosophila S2 Gal4-RORgamma UAS-luciferase reporter, 20 h; also: potency is read from the fitted curve at half-maximal effect; % is scaled to controls: 0 for no effect and ±100 for the full control effect; nearly all actives have a fitted effect of over 60% in size
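In this cell-based reporter format, copper sulfate (700 uM final) drives Gal4–ROR gamma fusion expression from a metallothionein promoter in Drosophila Schneider cells; compounds preincubated 1 hr, reporter read after 20 hr at ambient temperature.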
ELG1 genotoxic: induces genotoxicity in HEK293T cells with luciferase-tagged ELG1; HEK293T ELG1-luciferase reporter, luminescence, 16 h; Potency, µM (doses to about 46 µM), without a hit: top-dose activity change, positive = activation, usual class: activators; 330,000 tested, 1.3% active; also: potency is read from the fitted curve at half-maximal effect; % of control where 0% means no effect; nearly all actives have a fitted effect of over 60% in size
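HEK293T cells expressing luciferase-tagged ELG1 were treated with compound or DMSO for 16 hr at 37°C. Luciferase activity was then read after 30 min with ONE-Glo at room temperature; rising signal flags genetic stress.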
NPC1 prom act: activators of NPC1 promoter | Huh7 NPC1 promoter luciferase reporter, 24 h | Potency, µM (doses to about 9.22 µM), for the others: top-dose activation, hits mostly activators | 320,000 tested, 2.4% active | AID 485313;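 also: potency is read from the fitted curve at half-maximal effect; % of control where 0% means no effect; nearly all actives have a fitted effect of over 60% in size; reporter is driven by a mutant NPC1 promoter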
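Compounds in DMSO were transferred onto Huh7 NPC1-luciferase reporter cells pre-incubated 2 h; after 24 h at 37 °C, Amplite reagent was dispensed and luminescence recorded 10 min later.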
p53 reactivation: mutant p53 re-activation in reporter cells; H1299 p53-A138V BP100-luciferase reporter, luminescence, 24 h; Potency, µM (titrated, usually from 92.2 µM), for inactives: top-dose activity change, positive = activation, most hits filed as activators; 320,000 tested, 0.063% active; AID 504706; also: potency is read from the fitted curve at half-maximal effect; % of control where 0% means no effect; nearly all actives have a fitted effect of over 45% in size
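p53-null H1299 cells stably carrying temperature-sensitive p53-A138V and a BP100-luciferase reporter were pinned with compounds (4-point, 1:5 series) and held 24 hrs at 37 deg C. Luminescence was read 10 min after detection reagent.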
BRCA1 expr up: increases BRCA1 expression | MCF7-BRCA1-FFLuc reporter, luminescence, 48 h; response scale: scaled: vehicle 0%, 10 µM genistein 100% | Potency, µM (highest dose often 46.1 µM), inactives show top-dose activation, hits mostly activators | 380,000 tested, 1.1% active; also: potency is read from the fitted curve at half-maximal effect; nearly all actives have a fitted effect of over 80% in size; some results filed as inactive show a strong effect at the top dose
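MCF7 cells carrying a BRCA1-firefly luciferase reporter (2000 cells/well, phenol-red free MEM) were attached for 2 h at 37 °C, then given compounds for 48 h. Luminescence was read 15 min after luciferase reagent; activity normalized to genistein (10 microM) and DMSO.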
Giardia kill: Giardia lamblia killing; Giardia lamblia trophozoite viability; activity change, % at 7.66 µM, hits read low; 340,000 tested, 0.15% active; AID 540267; in the data active = activity change below about -80%; inconclusive = between about -30% and that limit;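 also: parasites exposed to compound for two days anaerobically before the ATP read; % is scaled to controls: 0 for no effect and ±100 for the full control effect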
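Viability, read as ATP luminescence: trophozoites at 100 cells/well, compound added, 48 hrs anaerobic at 37 deg C, then 15-30 min room-temperature development before reading.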
* marks the source's active call; other numbers are inactive results; ? = inconclusive; . = not tested or not shown; [ ] = remark or other dose. Unless noted, calls follow the shape of the dose curve; as a rule, active = well fitted curve in the direction sought with a large enough effect; inconclusive = small, poorly fitted or top-dose-only effect, or another doubt; inactive = no such curve, though single readings can be large; an effect the other way counts as inactive or inconclusive. These rows are one share of the data (hit frequency here may not be typical).

no.	smiles	FLuc counter	Menin MLL FP TR	VP16 counter	PKM2 activator	Rab9 prom act	RORgamma inh
1	O=C(NC1CCCC1)C1CC(=O)N(CCc2ccccc2)C1 (configuration not stated)	-1%	10%	11%	8%	2%	-13%
2	Cc1cccc(C(=O)N(c2ccccn2)C(C)c2ccco2)c1 (configuration not stated)	6%	-1%	0%	3%	0%	-30%
3	O=C(Nc1ccc2c(c1)OCO2)Nc1ccc(Br)cn1	6µM*	13%	1%	-18%	1.6µM*	?
4	O=C(c1cncc(Br)c1)N1CCN(S(=O)(=O)c2ccccc2)CC1	-1%	14%	3%	8%	0%	2%
5	CN(c1ccc(C(=O)Nc2ccccn2)cc1)S(=O)(=O)c1ccccc1	?	1%	?	5%	23%	5%
6	O=C(CN(Cc1ccccc1)C(=O)CCC(=O)Nc1nccs1)NCc1ccc(F)cc1	0%	0%	-9%	0%	-7%	-13%
7	CCOc1cc(N2CCOCC2)c(OCC)cc1NC(=O)c1cccc(N(C)C)c1	4%	-17%	-7%	0%	-1%	4%
8	C/C(=N\Nc1nc2ccccc2[nH]1)c1cc2ccccc2o1	2.4µM*	?	3.5µM*	-18%	?	4.5µM*
9	O=C(Nc1ccc(Cl)cc1)N(C1=NCCC1)c1ccc(OC(F)F)cc1	?	?	?	-7%	0%	2%
10	CC(c1ccccn1)N(CCN(C)C)C(=S)Nc1ccccc1F (configuration not stated)	14%	.	-4%	2%	0%	-43%
11	Cc1cc(NC(=O)CSc2nnc(-c3c[nH]c4ccccc34)n2C)no1	6%	1%	0%	-26%	-3%	2%
12	Cn1c(CN2CCOCC2)nnc1SCC(=O)NC1CCCCC1	0%	0%	-6%	-2%	-1%	-2%

no.	ELG1 genotoxic	NPC1 prom act	p53 reactivation	BRCA1 expr up	Giardia kill
1	-1%	3%	-1%	14%	22
2	0%	-3%	3%	-19%	-14
3	7.3µM*	4µM*	?	2.8µM*	-18
4	-3%	-4%	-5%	-24%	17
5	8%	24%	2%	30%	15
6	-8%	-2%	-4%	-19%	-24
7	-8%	-8%	-5%	-7%	29
8	?	16%	13%	-38%	-10
9	8%	-2%	?	55%	0
10	0%	-1%	-1%	7%	-11
11	0%	1%	0%	29%	-19
12	0%	-3%	2%	-1%	1

Continuation.
no.	smiles	FLuc counter	Menin MLL FP TR	VP16 counter	PKM2 activator	Rab9 prom act	RORgamma inh
13	CCCNC(=O)c1sc2c(c1C(=O)Nc1ccccn1)CCCC2	3%	11%	-10%	-1%	-1%	-9%
14	CC(C)C[C@@H](N)c1nnc(SCC(=O)c2ccc(Cl)cc2)o1	-2%	-16%	4%	0%	-1%	-3%
15	COC(=O)CCC(=O)OC1(C)C(=O)C2=CN(CC(C)C)C(c3ccc(OC)cc3)=CC2=C(Br)C1=O (configuration not stated)	-7%	-19%[11.7 µM]	3%	3%[11.5 µM]	-5%	24%
16	COc1ccc(N2C(=O)C(Cl)=C(Nc3ccccc3OC)C2=O)cc1	24µM*	9%	13%	7%	-7%	?
17	Cc1cc(C)n(S(=O)(=O)c2ccc3oc(=O)ccc3c2)n1	3%	13%	-19%	.	0%	26%
18	O=C1S/C(=C\c2ccccn2)C(=O)N1Cc1ccccc1F	0%	-30%	2%	3%	-1%	3%
19	COC(=O)c1cc(Cl)c(NC(=O)/C=C/c2ccc(OC)c(OC)c2)cc1OC	12%	-7%	3%[0.365 µM]	-4%	0%	3%
20	CCN(c1ccccc1)S(=O)(=O)c1c[nH]c2ccc([N+](=O)[O-])cc12	4%	?	-2%	-1%	-3%	14%
21	Cc1[nH]c2ccccc2c1C(c1ccncc1)N1CCN(c2ccccn2)CC1 (configuration not stated)	-11%	7%	1%	-3%	-2%	?
22	Cc1cc(OCC(=O)N[C@@H](Cc2c[nH]c3ccccc23)C(=O)O)c2c(C)c(C)c(=O)oc2c1	3%	-9%	-9%	1%	-2%	-10%
23	CCOc1c2ccccc2nn1CCO	-5%	.	.	.	13%	.
24	COc1ccc(-c2nc(O)c3cnccn23)cc1	3%	5%	-9%	6%	0%	21%

no.	ELG1 genotoxic	NPC1 prom act	p53 reactivation	BRCA1 expr up	Giardia kill
13	-8%	-2%	-2%	-40%	3
14	-2%	-8%	10%	-10%	-18
15	4%	0%	-3%	.	.
16	1%	2%	8%	-13%	15
17	2%	2%	1%	0%	-3
18	1%	-5%	2%	13%	-10
19	-17%	-5%	-8%	-5%	0
20	-4%	-3%	-11%	-10%	13
21	-2%	-1%	8%	-3%	-19
22	0%	1%	5%	-10%	-4
23	1%	4%	-1%	67%	1
24	-1%	-1%	6%	-31%	-4

Full records, looked up by structure:
CCOc1c2ccccc2nn1CCO reads FLuc counter = -5%; Menin MLL FP TR = .; VP16 counter = .; PKM2 activator = .; Rab9 prom act = 13%; RORgamma inh = .; ELG1 genotoxic = 1%; NPC1 prom act = 4%; p53 reactivation = -1%; BRCA1 expr up = 67%; Giardia kill = 1
Cc1cc(OCC(=O)N[C@@H](Cc2c[nH]c3ccccc23)C(=O)O)c2c(C)c(C)c(=O)oc2c1 reads FLuc counter = 3%; Menin MLL FP TR = -9%; VP16 counter = -9%; PKM2 activator = 1%; Rab9 prom act = -2%; RORgamma inh = -10%; ELG1 genotoxic = 0%; NPC1 prom act = 1%; p53 reactivation = 5%; BRCA1 expr up = -10%; Giardia kill = -4

(listing goes on)
no.	smiles	FLuc counter	Menin MLL FP TR	VP16 counter	PKM2 activator	Rab9 prom act	RORgamma inh
25	COc1ccc2nc(SCC(N)=O)[nH]c2c1	-6%	7%	-2%	-14%	-4%	-14%
26	CC(C)SC1=NC(C)(C)C=C(/C=C/c2c(Cl)cccc2Cl)N1	1%	7%	3%	0%	0%	?
27	CCn1cc(Br)c(C(=O)Nc2ccc(F)c(Cl)c2)n1	17µM*	9%	25%	5%	2.8µM*	13%
28	CSc1ccc(/C=N/NC(=O)CNc2cccc3ccccc23)cc1	0%	?	?	0%	-2%	35µM*
29	COc1ccc(-n2c(COc3ccc4c(c3)OCO4)nnc2SCC(=O)O)cc1	-16%	-4%	-2%	11%	6%	-8%
30	Cc1cccc(OCC(=O)NCCCNC(=O)c2cccnc2)c1	1%	8%	2%	.	0%	-12%
31	CC(C)(C)c1ccc(S(=O)(=O)NC(Cc2ccccc2)C(=O)O)cc1 (configuration not stated)	?	0%	11%	14%	-4%	10%
32	Cc1cc(C)cc(OCCCC(=O)O)c1	-1%	0%	-11%	-3%	-1%	16%
33	COC(=O)c1ccccc1S(=O)(=O)N(CCCN1CCOCC1)Cc1cccs1	2%	-5%	12%	0%	0%	7%
34	C=CCOc1ccc(/C=C/C(=O)OCC(=O)NCCc2ccccc2)cc1	?	.	.	.	-1%	.
35	COc1cccc2c(=S)c(CCC(C)=O)c(C)[nH]c12	-8%	11%	-3%	-18%	-5%	14%
36	CCc1cc(CNC(=O)c2ccc(OC3CCN(C(C)=O)CC3)c(OC)c2)on1	2%	7%	2%	.	0%	18%
37	Cc1sc2nc(COC(=O)c3ccc(O)cc3)[nH]c(=O)c2c1C	-3%	.	4%	-1%	-6%	-18%
38	O=c1c2ccccc2oc2cc(-c3ccc(CN4CCOCC4)cc3)ccc12	6.7µM*	.	.	.	?	.
39	Cc1cccc(NS(=O)(=O)c2ccc(NC(=O)CN(c3cc([N+](=O)[O-])ccc3C)S(C)(=O)=O)cc2)c1	8%	?	?	?	-3%	41%

no.	ELG1 genotoxic	NPC1 prom act	p53 reactivation	BRCA1 expr up	Giardia kill
25	1%	1%	4%	5%	0
26	-2%	-4%	?	-76%	-6
27	?	2.2µM*	9%	-4%	4
28	13%	0%	-13%	-40%	18
29	-4%	0%	-3%	-10%	-9
30	3%	0%	8%	-12%	-4
31	-8%	3%	0%	-3%	10
32	1%	-2%	1%	-2%	10
33	-2%	0%	-7%	9%	-4
34	3%	1%	4%	11%	-12
35	1%	1%	3%	5%	-11
36	0%	-1%	5%	-11%	-21
37	3%	-5%	3%	-18%	1
38	-10%	2.2µM*	?	?	-13
39	-1%	-4%	-6%	-93%[inhibitor]	0

Assay outcomes as filed in PubChem.
